AmpC inh detg = blocks E. coli AmpC beta-lactamase in detergent assay; P00811; AID 485294; Potency, µM (series often up to 114 µM), without a hit: top-dose activity change, negative = inhibition, hits mostly inhibitors; 0.041% of 370,000 active; AmpC hydrolysis of nitrocefin, absorbance 480 nm, 0.01% Triton;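 note: potency is the fitted concentration of half-maximal effect; 0% = no-compound wells and -100% = no-enzyme wells; nearly all actives have a fitted effect of over 25% in size; some results filed as inactive show a strong effect at the top dose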
Target sequence (P00811 whole entry, looked up): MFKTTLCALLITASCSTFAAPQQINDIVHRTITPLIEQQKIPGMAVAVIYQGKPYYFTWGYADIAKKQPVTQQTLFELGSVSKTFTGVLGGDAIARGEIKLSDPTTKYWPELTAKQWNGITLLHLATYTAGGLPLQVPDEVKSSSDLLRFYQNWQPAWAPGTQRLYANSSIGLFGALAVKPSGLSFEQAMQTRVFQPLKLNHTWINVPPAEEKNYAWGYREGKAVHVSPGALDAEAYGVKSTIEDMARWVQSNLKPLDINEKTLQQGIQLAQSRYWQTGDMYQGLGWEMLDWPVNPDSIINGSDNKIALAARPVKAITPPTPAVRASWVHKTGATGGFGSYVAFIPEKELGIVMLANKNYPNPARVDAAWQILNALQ
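AmpC (5.3 nM in the dispensed reagent) in 20 mM phosphate pH 7.0 with 0.01% (detergent screen) or 0.0001% Triton X-100 was preincubated with compounds for 15 min at room temperature. Nitrocefin was then added from an 800 uM solution, and hydrolysis was followed at 480 nm.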
HCMV inh = blocks human cytomegalovirus replication; 4.5% of 410,000 active; HFF cells, HCMV-luciferase reporter, 72 h; active compounds read low; activity change, negative = inhibition, % at 57.5 µM; in the data active = activity change below about -60%; inconclusive = no clear call, values can overlap the other calls; inactive = above about -39%
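After 16 h attachment at 37C, HFF cells received test compound and HCMV-luciferase (1 PFU/cell); reporter luminescence read 72 h later, data normalized against buffer-only and known inhibitor Salinomycin.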
AmpC inh no detg = blocks E. coli AmpC beta-lactamase in detergent-free assay; P00811; AmpC nitrocefin hydrolysis, absorbance 480 nm, 0.0001% Triton; Potency, µM (top dose mostly 57.1 µM), inactives show at the top dose activity change, negative = inhibition, usual class: inhibitors; 0.52% of 330,000 active; AID 485341;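 note: potency is the fitted concentration of half-maximal effect; plate controls were no compound for no effect and no enzyme for full effect; nearly all actives have a fitted effect of over 20% in size; some results filed as inactive show a strong effect at the top dose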
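20 mM phosphate pH 7.0 + 0.01% (detergent screen) or 0.0001% Triton X-100; 5.3 nM AmpC reagent; cpd preinc 15 min RT; nitrocefin (800 uM stock) to start; A480 q20 s × 4 min; Activity was normalised to no-enzyme and no-compound control wells.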
Sm TGR inh = blocks Schistosoma mansoni thioredoxin glutathione reductase; Potency, µM (doses to about 114 µM), inactives show at the top dose activity change, negative = inhibition, usual class: inhibitors; purified TGR, DTNB reduction, TNB absorbance 405 nm; Q962Y6; 3% of 360,000 active; AID 485364; note: potency is the fitted concentration of half-maximal effect; nearly all actives have a fitted effect of over 60% in size
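TGR 20 nM + NADPH 100 uM (dispensed conc.), cpd preinc 15 min RT; start with NADPH (500 uM addition) then DTNB (15 mM addition). Kinetic TNB absorbance, 405 nm filter. Four-parameter Hill fit across titration.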
Giardia FBPA inh = inhibitors of Giardia lamblia fructose-1,6-bisphosphate aldolase. 0.71% of 290,000 active. Potency, µM (top dose mostly 59.6 µM), inactives show at the highest dose activity, negative = inhibition, hits mostly inhibitors. purified Giardia FBPA. A8B2U2. AID 2451; note: potency is the fitted concentration of half-maximal effect; nearly all actives have a fitted effect of over 55% in size
Target sequence (A8B2U2 whole entry, looked up): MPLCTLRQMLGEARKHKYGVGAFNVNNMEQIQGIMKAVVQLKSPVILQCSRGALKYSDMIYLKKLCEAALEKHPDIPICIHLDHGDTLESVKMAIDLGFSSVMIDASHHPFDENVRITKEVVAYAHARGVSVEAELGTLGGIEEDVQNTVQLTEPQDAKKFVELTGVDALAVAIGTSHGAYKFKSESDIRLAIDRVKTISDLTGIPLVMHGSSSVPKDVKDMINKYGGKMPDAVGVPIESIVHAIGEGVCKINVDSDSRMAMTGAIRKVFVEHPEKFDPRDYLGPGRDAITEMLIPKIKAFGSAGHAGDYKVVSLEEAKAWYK
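40 nM FBPA preincubated 10 min at RT with compound (up to 57.5 uM final), then substrate plus GAPDH/TPI/NAD/arsenate coupling and diaphorase/resazurin added. Fluorescence read after 20 min at RT, 525/598 nm.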
AMA1 RON2 block = disrupts binding of P. falciparum AMA1 to RON2. Potency, µM (doses to about 58.2 µM), inactives show at the top dose activity change, negative = inhibition, hits mostly inhibitors. AlphaScreen AMA1-biotinylated RON2 peptide binding. 0.2% of 360,000 active. AID 720542;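 note: potency is the fitted concentration of half-maximal effect; 0% = vehicle wells and -100% = peptide control; nearly all actives have a fitted effect of over 45% in size; some results filed as inactive show a strong effect at the top dose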
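AMA1 (3D7) with his tag at 25 nM final met compounds first, then biotinylated RON2 peptide at 25 nM; detection used donor plus acceptor beads, 10 µg/mL apiece, read by AlphaScreen after 30 min at room temperature.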
Numbers without * were called inactive; ? = inconclusive; · = not tested or not shown; & = joins results of further samples; [ ] = another dose, or the depositor's remark. Unless noted, calls come from the whole dose curve; as a rule, active = well fitted curve in the direction sought with a large enough effect; inconclusive = small, poorly fitted or top-dose-only effect, or another doubt; inactive = no such curve, though single readings can be large; an effect the other way counts as inactive or inconclusive. Unless noted, % is set by controls: 0 for no effect and ±100 for the full control effect.

SMILES	AmpC inh detg	HCMV inh	AmpC inh no detg	Sm TGR inh	Giardia FBPA inh	AMA1 RON2 block
Cc1ccccc1S(=O)(=O)Cc1ccc(C(=O)NC(C)c2ccc3c(c2)OCCO3)o1 (stereo unspecified)	?	-2.4	11.8%	-6.3%	-0.7%	-16.9%
Cc1ccc(S(=O)(=O)CCC(=O)Nc2nc(-c3ccccn3)cs2)cc1	-4.3%	?	-33.4%	-16.6%	·	97.1%[activator]
Cc1ccc(OCCCc2c(C)n[nH]c2C)cc1	0.6%	?	-4.7%	19.2%	-16.0%	-11.7%
CN(C)S(=O)(=O)c1ccc(N2CCCC2)c(C(=O)Nc2ccc(C(N)=O)cc2)c1	-9.0%	40.8	-10.6%	0.7%	·	14.4%
CCOc1cccc(NC(=O)C2CC(=O)N(C)C(=Nc3cccc(F)c3)S2)c1 (stereo unspecified)	-1.4%	42.9	40.3%	0.4%	-8.2%	-11.9%
O=C(CN(C(=O)c1ccccc1Cl)N1C(=O)C2C3C=CC(C3)C2C1=O)c1cccs1 (stereo unspecified)	-1.5%	-36.9	16.4%	1.0%	1.5%	1.6%
COc1ccc(-c2coc3cc(OC(=O)N4CCOCC4)ccc3c2=O)cc1	-8.5%	?	-0.3%	0.1%	4.3%	-16.2%
COc1ccc(N2CCN(C(=O)c3nn(C)c4c3CS(=O)(=O)c3ccccc3-4)CC2)cc1	5.1%&-1.0%	-25.3&-28.2	41.9%	4.1%&-11.0%	·	-9.6%
O=C(O)Cn1cc(C(=O)c2cccs2)c2ccccc21	?	24.5	-58.5%	2.8%	8.6%	-1.2%
Cc1ccc(C)c(N2CCN(C(=O)CNS(=O)(=O)c3cccs3)CC2)c1	-9.7%	-19.3	-11.6%	-0.8%	-11.2%	-13.1%
COc1ccc2nc3ccccc3nc2c1	?	84.3	-7.9%	-8.6%	?	-6.3%
COCCCNC(=O)c1c(NC(=O)c2nc(S(C)(=O)=O)ncc2Cl)sc2c1CCCC2	11.7%	10.2	·	5.62µM*	·	·
C[C@H]1NC(=O)[C@@]2(C)[C@@H](c3ccccc3)[C@H]3COc4ccccc4[C@H]3N2C1=O	-8.8%	36.9	-6.8%	?	·	17.5%
O=C1NC(c2ccccc2)C(C(=O)c2cccs2)C(O)(C(F)(F)F)N1 (stereo unspecified)	?	-25.8	-17.5%	31.6µM*	6.9%	-6.4%
Cc1cc2ncn(-c3nnnn3-c3ccccc3)c2cc1C	-11.9%	-21.4	-5.2%	-10.6%[11.4 µM]	-1.6%	6.1%

A stretch taken from the entries so far, as a working copy:
SMILES	AmpC inh detg	HCMV inh	AmpC inh no detg	Sm TGR inh	Giardia FBPA inh	AMA1 RON2 block
COc1ccc2nc3ccccc3nc2c1	?	84.3	-7.9%	-8.6%	?	-6.3%
COCCCNC(=O)c1c(NC(=O)c2nc(S(C)(=O)=O)ncc2Cl)sc2c1CCCC2	11.7%	10.2	·	5.62µM*	·	·
C[C@H]1NC(=O)[C@@]2(C)[C@@H](c3ccccc3)[C@H]3COc4ccccc4[C@H]3N2C1=O	-8.8%	36.9	-6.8%	?	·	17.5%

A second format for 4 compounds above:
Compound | AmpC inh detg | HCMV inh | AmpC inh no detg | Sm TGR inh | Giardia FBPA inh | AMA1 RON2 block
Cc1ccc(OCCCc2c(C)n[nH]c2C)cc1 | 0.6% | ? | -4.7% | 19.2% | -16.0% | -11.7%
CN(C)S(=O)(=O)c1ccc(N2CCCC2)c(C(=O)Nc2ccc(C(N)=O)cc2)c1 | -9.0% | 40.8 | -10.6% | 0.7% | · | 14.4%
CCOc1cccc(NC(=O)C2CC(=O)N(C)C(=Nc3cccc(F)c3)S2)c1 (stereo unspecified) | -1.4% | 42.9 | 40.3% | 0.4% | -8.2% | -11.9%
O=C(CN(C(=O)c1ccccc1Cl)N1C(=O)C2C3C=CC(C3)C2C1=O)c1cccs1 (stereo unspecified) | -1.5% | -36.9 | 16.4% | 1.0% | 1.5% | 1.6%

Carrying on:
SMILES	AmpC inh detg	HCMV inh	AmpC inh no detg	Sm TGR inh	Giardia FBPA inh	AMA1 RON2 block
Cc1c(NS(=O)(=O)c2cccs2)c(=O)n(-c2ccccc2)n1C	-13.3%	-5.9	64.0%[activator]	-0.8%	-4.9%	7.6%
CC1CC(C)CN(C(=O)c2ccc3c(c2)OCCO3)C1 (stereo unspecified)	1.1%	5.8	-17.6%	3.1%	·	-7.6%
CN(C(=O)COC(=O)C1CSC2(C)CCC(=O)N12)c1ccccc1 (stereo unspecified)	0.0%	-5.9	2.9%	-2.6%	·	-5.3%
Cc1nc2cc(-c3ccccc3)nn2c(C)c1CCC(=O)NCc1cccc(Cl)c1	-3.2%	-11.9	·	-3.6%	·	·
COCC(C)n1c(SCc2ccc(OC)c(F)c2)nc2ccccc2c1=O (stereo unspecified)	-2.7%	-30.1	10.5%	-10.3%	-2.4%	2.5%
NCCC(=O)N1c2ccccc2Sc2ccc(Cl)cc21	2.1%	34.7	56.5%	?	12.9%	8.6%
Clc1nccnc1N/N=C/c1ccc(Br)cc1	1.0%	69.9	-4.8%	-26.7%	?	16.5%
Cc1nc2cc(NC(=O)N3CCCC3)ccc2n1C	7.1%	-0.2	-13.2%	-2.6%	-2.4%	-22.2%
O=C(Cn1c(N2CCN(C/C=C/c3ccccc3)CC2)nc2ccccc21)c1ccccc1	-11.3%	-4.6	-3.8%	1.3%	-1.9%	·
CN(C)N1C(N)=C(C#N)C(c2ccc(Cl)cc2)C2=C1CCCC2=O (stereo unspecified)	-5.3%	11.5	-6.9%	-5.5%	-27.2%	0.9%
Cn1ncc2c(=O)n(CC(=O)NC34CC5CC(CC(C5)C3)C4)cnc21	-4.2%	-15.2	-12.6%	-16.9%	0.2%	3.5%
O=C(COC(=O)c1cccs1)Nc1cc(S(=O)(=O)N2CCOCC2)ccc1Cl	3.5%	-15.7	-22.7%	16.5%	0.0%	-3.2%
CCn1nnnc1-c1ccc(OC)c(S(=O)(=O)N2CCCCC2)c1	?	-10.7	15.4%	1.4%	-7.9%	11.9%
O=C(NC(CCl)c1ccccc1)c1ccc(Cl)cc1 (stereo unspecified)	0.8%	?	323.0%[activator]	·	-0.9%	1.4%
Cc1cc(/C=N/n2cnnc2)c(C)n1-c1ccc(C(=O)O)cc1	?	-19.5	-18.0%	-4.7%	-0.2%	13.5%
CCOC(=O)c1ccccc1NC(=O)CSc1nc(=O)[nH]c2c1CCCC2	1.8%	-2.2	·	0.8%	·	·
O=C1N/C(=C/c2ccco2)C(=O)N1Cc1ccccc1F	?	0.2	-38.5%	56.2µM*	-2.1%	-6.5%
C/C=C(/C(=C/C)c1ccc(O)cc1)c1ccc(O)cc1	?	-24.1	-18.2%	-25.2%	23.8%&16.9%	10.0%
O=C(N/N=C/c1ccco1)c1cc([N+](=O)[O-])cc([N+](=O)[O-])c1	-5.3%	-34.6	-31.9%	-15.8%	-5.0%	-4.1%[2.32 µM]
Cc1ccc(CN2C(=O)CCC2C(=O)N2CCN(c3ccccc3)CC2)cc1 (stereo unspecified)	3.9%	-9.9	153.9%[activator]	3.6%	6.9%	-4.8%
CCOc1ccc(CCN2C(=O)CCC2(C)C(=O)NC(C)CC)cc1OCC (stereo unspecified)	-2.3%	99.0	10.7%	-25.4%	-5.2%	13.1%
Cc1cccc(NC(=O)/C(C#N)=C/c2ccc(Sc3ccccc3)o2)c1C	?	-33.6	-29.6%	1.4%	2.7%	-1.4%
COc1cc(/C=C2\NC(=O)NC2=O)cc(Br)c1OC	-6.2%	-13.4	-19.9%	-12.4%	-16.7%	-3.6%
Cc1cc(NC(=O)CSc2nnc(NCc3ccccc3)s2)no1	-5.5%	-12.0	-14.2%	-8.6%	2.4%	21.7%
CC(NC(=O)c1ccc2c(c1)N(Cc1ccc(Cl)cc1)C(=O)c1ccccc1S2(=O)=O)c1ccccc1 (stereo unspecified)	-9.7%	51.1	·	-0.9%	·	·
CN(C)c1cc[n+](CC(O)C[n+]2ccc(N(C)C)cc2)cc1	-13.6%	-31.4	-12.5%	-3.8%	·	-1.2%
Cn1cccc1-c1cc2n(n1)CCC(=O)N2CCCC(=O)NCc1ccc(F)cc1	21.2%	2.5	·	-21.6%	·	·
Cc1ccc(-c2cn(-c3ccccc3F)c(=S)[nH]2)cc1	?	-14.5	-58.3%	-11.0%	9.6%	71.4%[activator]
CC(C)Oc1ccc(CSc2ncn[nH]2)cc1	1.2%	-3.5	-21.8%	18.5%	-3.6%	-1.3%
COC(=O)CNc1cc(S(=O)(=O)N2CCCCC2)ccc1Oc1cccc(C)c1	-1.4%	-29.4	2.9%	-5.1%	7.9%	-29.7%
Cc1ccccc1NC(=O)COC(=O)CCSc1ccccc1	-9.8%	0.7	-10.5%	-0.1%	3.8%	0.0%
COc1ccccc1-c1noc(CCCC(=O)N2CCOCC2)n1	-8.6%	64.1	0.3%	1.6%	0.3%	0.3%
CC(C)CN(C(=O)CSc1nnnn1C)C1CCS(=O)(=O)C1 (stereo unspecified)	3.1%	-27.4	0.8%	13.2%	8.4%	6.4%
O=C(NCCC(=O)N1CCN(S(=O)(=O)c2ccccc2F)CC1)Nc1ccccc1	-14.7%	?	-3.9%	7.4%	·	-1.5%[11.6 µM]
Cc1coc2cc3oc(=O)c(CCC(=O)NCC(=O)O)c(C)c3cc12	-1.8%	·	-7.4%	-0.5%	-10.2%	15.4%
CCOC(=O)c1cc(=O)c2c([N+](=O)[O-])ccc(OC)c2o1	-12.2%	19.4	-11.6%	-8.6%	4.8%	13.9%
COc1ccc(S(=O)(=O)Nc2ccccn2)c(C)c1C	6.3%	9.2	-14.1%	18.5%	-1.7%	-13.2%
CCOC(=O)CCCSc1nnc(CCCCCN2C(=O)c3cccc4cccc(c34)C2=O)o1	-0.4%	-20.4	1.5%	3.1%	-2.5%	13.2%
COc1cccc(-n2c(SCc3ccccc3C)nc3c([nH]c4ccccc43)c2=O)c1	5.3%	-34.9	·	-2.8%	·	·
CCCCn1c(O)c(C(C)=NCc2cccnc2)c(=O)[nH]c1=O	-0.8%	?	-21.3%	-1.9%	1.2%	-10.7%
COc1ccc(C(=O)/C(=C/N(C)C)S(=O)(=O)c2ccccc2)cc1	0.4%	43.3	-43.0%	-32.1%	6.3%	-2.8%
CS(=O)(=O)N(Cc1ccccc1)c1ccc(C(=O)Nc2ccccc2C(=O)O)cc1	?	32.4	-36.5%	-27.6%	-1.3%	-3.9%
C=C(C)CN(CC)C(=O)CSc1nc2ncc(Cl)cc2[nH]1	?	-19.6	-24.9%	-6.8%	-14.0%	2.9%
COC(=O)Cn1c2c(c3cc(C)ccc31)CCCC2NC(C)c1ccccc1 (stereo unspecified)	-0.6%	10.0	-0.5%	7.6%	1.5%	?
Nc1c(C(=O)O)sc2nc(-c3ccccc3)cc(-c3ccccc3)c12	-7.6%	-26.8	-41.3%	-9.1%	13.7%	9.3%

Screens (PubChem)

Outcome played no part in choosing rows. About 7.8% of those tested had a hit in this group.
